Assay outcomes (PubChem BioAssay)
Rin1-Abl PPI inh: inhibitors of human Rin1-Abl protein interaction. P00519+Q13671. TR-FRET Rin1/Abl binding, biochemical. inhibition, % at 7.35 µM. 0.4% of 360,000 active; in the data active = inhibition above about 5%, passing the limit was not always enough
NRP1-CendR mod: alters CendR peptide binding to human NRP-1; AID 602438; 0.85% of 360,000 active; inhibition, % at 25 µM; O14786; FAM-RPARPAR peptide binding to NRP-1, fluorescence polarization;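 active = inhibition or corrected inhibition above about 18%, plus a signal ratio from 0.5 to 1.5, limit read from the data, passing the limit was not always enough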; note: strong numbers were not always called active
SKN-1 inh: C. elegans SKN-1 inhibition; AID 624304; 0.49% of 360,000 active; inhibition, % at 21.8 µM; C. elegans VP596 Pgst-4::GFP/RFP ratio, acrylamide-induced, 24 h;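 active = interference check ratio from 0.5 to 1.5 plus GFP to RFP signal ratio inhibition reaching or exceeding a fixed threshold, cut at about 30% in these data, passing the limit was not always enough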; note: some compounds called inactive have numbers as strong as hits
bovine MsrA act: activators of bovine methionine sulfoxide reductase A. purified bovine MsrA, absorbance read-out. 0.3% of 360,000 active. activation, % at 10.6 µM; in the data active = activation above about 7.5%;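 note: 0% = vehicle and 100% = reference activator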
MT1-MMP act inh: blocks activation of human MT1-MMP. 0.061% of 360,000 active. GFP/RFP ratio change, % at 20 µM. P50281. AID 651647. HT1080 RFP-PRO-GFP cells, GFP/RFP ratio fluorescence, overnight; percent of plate control window, DMSO zero;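 active = GFP/RFP ratio change of at least 30% with cell ATP level not reduced by more than half and red fluorescence within 50% of control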; note: strong numbers were not always called active
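Assay system: HT1080 cells carrying an RFP-PRO-GFP reporter | Dosing: Single dose of 20 µM compound, 1% DMSO final | Incubation: Cells overnight before dosing, compound overnight, 37 °C, 5% CO2 | Evaluation: GFP/RFP fluorescence ratio | Control set: DMSO and RFP-L50D-GFP cell wells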
FAS-TE inh: blocks the thioesterase domain of human fatty acid synthase. AID 602261. recombinant FAS-TE, OMFH fluorogenic substrate, fluorescence endpoint. P49327. inhibition, % at 15 µM. 0.67% of 360,000 active;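 active = compounds whose normalised, plate-corrected inhibition of enzyme fluorescence in the single-dose primary screen is 50% or more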;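 note: 0% = DMSO with enzyme and 100% = substrate without enzyme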
MLLE-PAM2 inh: blocks PAM2 peptide binding to the PABP1 MLLE domain; P11940; GST-MLLE / FITC-PAM2 fluorescence polarization; inhibition, % at 20 µM; 0.36% of 360,000 active; AID 588489; in the data active = inhibition above about 35%, passing the limit was not always enough;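 note: plate controls were DMSO wells with GST-MLLE for no effect and wells lacking GST-MLLE protein for full effect; some results filed as inactive read as strong as hits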
Neddyl block: blocks human cullin neddylation | 0.58% of 360,000 active | TR-FRET cullin neddylation, biochemical | calls only at 25 µM | P61081+Q13564 | AID 651699; in the data active = inhibition above about 36%
Target sequence (P61081 whole entry, looked up): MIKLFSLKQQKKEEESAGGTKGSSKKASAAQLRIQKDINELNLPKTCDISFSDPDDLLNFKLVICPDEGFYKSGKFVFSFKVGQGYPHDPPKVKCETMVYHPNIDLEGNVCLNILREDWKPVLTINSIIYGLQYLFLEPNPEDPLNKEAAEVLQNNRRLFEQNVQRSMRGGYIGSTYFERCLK
Target sequence (Q13564 whole entry, looked up): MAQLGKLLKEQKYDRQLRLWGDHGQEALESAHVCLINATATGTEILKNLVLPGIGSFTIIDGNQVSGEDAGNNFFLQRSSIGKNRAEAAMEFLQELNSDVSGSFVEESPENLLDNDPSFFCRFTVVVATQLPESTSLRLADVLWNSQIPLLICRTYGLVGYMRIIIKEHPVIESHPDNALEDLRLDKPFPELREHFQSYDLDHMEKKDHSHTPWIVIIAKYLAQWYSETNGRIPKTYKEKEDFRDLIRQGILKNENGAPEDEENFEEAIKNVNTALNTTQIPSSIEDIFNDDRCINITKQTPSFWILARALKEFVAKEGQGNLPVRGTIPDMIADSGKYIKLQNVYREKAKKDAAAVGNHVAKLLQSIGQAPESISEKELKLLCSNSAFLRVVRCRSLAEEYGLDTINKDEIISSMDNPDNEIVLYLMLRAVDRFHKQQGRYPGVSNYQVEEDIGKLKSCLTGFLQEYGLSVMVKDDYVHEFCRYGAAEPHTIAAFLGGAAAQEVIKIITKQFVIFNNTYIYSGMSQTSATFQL
E coli Lon inh: inhibitors of E. coli Lon protease | inhibition, % at 7.94 µM | P0A9M0 | AID 602123 | purified E. coli Lon protease, fluorescence polarization | 0.42% of 360,000 active; in the data active = inhibition above about 13%, passing the limit was not always enough;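 note: 0% = enzyme with probe and DMSO and 100% = no enzyme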
* marks the source's active call; other numbers are inactive results; i = inactive; . = no result given; + = active, no number. No enrichment for hits, and some 4% of all compounds hit somewhere here.

Below each compound: Rin1-Abl PPI inh | NRP1-CendR mod | SKN-1 inh | bovine MsrA act | MT1-MMP act inh | FAS-TE inh | MLLE-PAM2 inh | Neddyl block | E coli Lon inh
- CCOCCSC1=C(C#N)C(c2cccs2)C(C(C)=O)=C(C)N1 (configuration not stated)
→ -1.6 | 15.1 | -6.3 | 0.7 | 2.0 | -5.3 | 2.7 | i | -0.1
- CC(=O)Nc1ccc(N/C=C/C(=O)c2ccc(C)o2)cc1
→ -4.9 | -10.2 | -6.8 | -9.0 | -12.5 | -10.5 | -12.8 | i | -3.8
- Cc1ccc(Cc2c(-c3ccc(Cl)cc3)nc3ccc(Br)cn23)cc1
→ -21.1 | -18.7 | 10.2 | 0.3 | -5.1 | 15.4 | 3.2 | i | -16.1
- COc1ccc(-c2n[nH]c(=S)n2-c2ccc(C)cc2)cc1OC
→ -4.1 | -1.3 | 13.4 | 0.8 | 4.2 | 0.1 | 5.4 | i | -2.8
- Cc1cc2c(NC(=O)CCCC(=O)O)cccc2nn1
→ -2.8 | 5.2 | -15.3 | -6.3 | 1.2 | -3.6 | -1.0 | i | 5.3
- CCc1cccc(C)c1NC(=O)c1cccc(N(C)C)c1
→ -0.1 | 1.2 | -22.2 | -0.6 | -0.9 | -5.3 | 7.3 | i | 4.5
- CCOc1ccc(-c2nc(-c3cccnc3)no2)cc1OCC
→ 2.6 | -10.0 | 15.4 | 6.4 | 0.0 | 3.2 | -4.4 | i | 1.1
- Cc1nc(CCNC(=O)Cc2ccc(Cl)cc2)cs1
→ -0.8 | -2.0 | 2.8 | -3.4 | 1.1 | -6.1 | -10.0 | i | -5.3
- CC(C)(C)c1ccc(C(=O)NCCNC(=O)c2ccco2)cc1
→ 5.1 | 5.1 | 1.0 | -2.5 | 2.5 | -2.2 | 4.3 | i | -11.6
- O=C(COC(=O)Cc1c(Cl)cccc1Cl)NC1CCCC1
→ -2.5 | 15.5 | -16.2 | -0.6 | -8.5 | -3.6 | -2.3 | i | -9.5
- COc1cccc(/C=N/NC(=O)C[n+]2ccccc2)c1O
→ -7.2 | 10.1 | 13.5 | -3.9 | 1.6 | -7.9 | 9.0 | i | -10.1
- CC(C)COC(=O)N1CCCCC1c1cc(C(=O)NCc2ccc(F)cc2)no1 (configuration not stated)
→ -1.1 | 5.5 | 18.3 | 2.1 | 1.0 | 17.5 | -5.4 | i | 6.5
- CC1CN(C(=O)/C=C/c2ccccc2[N+](=O)[O-])CC(C)O1 (configuration not stated)
→ 2.2 | 3.5 | 6.0 | -5.2 | -3.0 | -8.6 | 4.7 | i | -1.8
- C/C(=N\NC(=O)C(O)c1ccccc1)c1cccnc1 (configuration not stated)
→ -0.1 | -7.0 | 26.1 | -0.3 | -2.1 | -6.2 | -10.7 | i | -0.4
- COc1ccc(CC(=O)OCC(=O)NCCc2ccccc2)cc1OC
→ -1.2 | 3.1 | 4.2 | -1.6 | 0.4 | -9.0 | 3.5 | i | -4.4
- O=c1[nH]c(/C(Cl)=C/c2cc(Cl)ccc2O)nc2cc(Cl)ccc12
→ -0.8 | -11.0 | -0.1 | -3.5 | -13.7 | 2.8 | 0.8 | i | -7.6
- c1ccc(Oc2ccccc2-c2cc(NCCc3cccnc3)n3nccc3n2)cc1
→ -1.2 | 8.6 | 26.5 | -1.5 | -0.6 | -5.1 | 9.1 | . | 9.1
- Cc1ccc(C(=O)Nc2ccc(NC(=O)c3cccs3)cc2)cc1[N+](=O)[O-]
→ 3.6 | -6.1 | -8.6 | -0.7 | 3.6 | -2.9 | 1.0 | i | -1.2
- CCc1ccc2[nH]c(C(=O)Nc3ccc(Br)c(C)n3)cc2c1
→ -0.9 | -19.3 | 2.2 | 0.3 | -6.8 | 2.6 | -9.5 | i | -0.8
- O=C(O)C1CC(O)CN1C(=S)Nc1ccccc1 (configuration not stated)
→ 2.0 | 3.5 | -18.2 | -5.3 | -1.5 | -10.9 | -3.0 | i | 4.5

Just Rin1-Abl PPI inh and MLLE-PAM2 inh, for 2 of the compounds above:
SMILES	Rin1-Abl PPI inh	MLLE-PAM2 inh
Cc1ccc(Cc2c(-c3ccc(Cl)cc3)nc3ccc(Br)cn23)cc1	-21.1	3.2
COc1ccc(-c2n[nH]c(=S)n2-c2ccc(C)cc2)cc1OC	-4.1	5.4

(further entries)
Below each compound: Rin1-Abl PPI inh | NRP1-CendR mod | SKN-1 inh | bovine MsrA act | MT1-MMP act inh | FAS-TE inh | MLLE-PAM2 inh | Neddyl block | E coli Lon inh
- COc1cc(OC)cc(C(=O)NC(=S)Nc2ccc(NC(=O)c3ccco3)cc2)c1
→ -0.5 | -1.2 | -10.0 | -9.6 | -1.1 | -2.5 | 37.9 | i | -7.1
- O=C(CCc1ccccc1)NNC(=S)NCc1ccc(Cl)cc1
→ -2.5 | 9.4 | -5.4 | -2.8 | -5.2 | 5.0 | -71.6 | i | -4.6
- Cc1[nH]c(=O)[nH]c(=O)c1S(=O)(=O)N1CCCC(C(=O)NCc2ccco2)C1 (configuration not stated)
→ -0.3 | -2.2 | -16.3 | -4.2 | 3.3 | -6.3 | 7.7 | i | 8.3
- CC(=O)Nc1ccc(OCC(O)CN2CCN(c3cc(Cl)ccc3C)CC2)cc1 (configuration not stated)
→ -4.0 | 2.1 | -5.1 | -14.1 | 0.7 | -3.1 | -0.4 | i | 3.3
- Cc1ccc(C)c(NC(=O)CN(C)S(=O)(=O)c2ccc(F)cc2)c1
→ -0.6 | 0.3 | -7.3 | -12.9 | 4.8 | -6.8 | 1.0 | i | 1.9
- O=C(Nc1ccc(F)cc1F)c1cc2n(n1)C(C(F)(F)F)C1CCCCC1N2 (configuration not stated)
→ 1.7 | -4.0 | 17.7 | -9.4 | 4.3 | -2.9 | 4.5 | i | -44.8
- CCC(CC)NC(=O)COC(=O)c1ccc(OCC(=O)Nc2ccccc2OC)c(OC)c1
→ -0.9 | 8.3 | 4.5 | -2.1 | 1.9 | -4.4 | -2.8 | i | -5.2
- NC(=O)CSc1ncnc2c1cnn2Cc1ccccc1
→ 0.0 | -1.3 | -5.8 | 1.2 | 2.4 | -9.3 | 10.7 | i | 3.3
- COc1ccccc1N1CCN(C(=O)C2=CC=CN3CCS(=O)(=O)N=C23)CC1
→ 1.0 | -4.8 | 7.1 | -2.0 | -0.7 | -7.1 | 11.9 | i | -15.5
- CCN(CC)S(=O)(=O)c1csc(C(=O)OCC(=O)c2ccccc2)c1
→ -1.1 | 4.5 | -5.6 | -7.9 | 4.1 | 14.7 | -0.6 | i | -0.5
- CCOc1ccc(/C=N/NC(=O)C(O)c2ccccc2)c(O)c1 (configuration not stated)
→ 0.2 | 2.6 | 13.3 | 0.6 | 0.9 | -1.5 | -3.1 | i | 2.4
- COc1ccc(OC)c(C(=O)CSc2nc3ncccc3[nH]2)c1
→ 4.1 | 0.3 | -3.4 | -5.9 | 1.6 | -5.1 | 6.4 | i | -9.4
- Cc1cc(C)nc(-n2nc(C)cc2NC(=O)c2cc3ccccc3oc2=O)n1
→ -1.8 | -5.1 | 9.2 | 1.4 | 0.1 | 0.0 | 6.6 | i | -5.5
- COC(=O)CN1C(=O)COc2ccc(S(=O)(=O)N3CCCC3)cc21
→ 4.1 | 8.8 | -10.6 | -3.1 | 1.1 | -7.5 | -3.0 | i | 1.1
- [O-]/C(=C(\C(=S)Nc1ccccc1F)[n+]1ccccc1)c1ccc(-c2ccccc2)cc1
→ -0.5 | -14.3 | 1.5 | -1.5 | 1.8 | 8.1 | 13.3 | i | -4.5
- O=C(N/N=C1\CCSc2ccc(F)cc21)c1cccnc1
→ -5.7 | 0.0 | 3.8 | 0.1 | 0.7 | -3.4 | -5.5 | i | -2.3
- C/C=C\C=C/C(=O)Nc1cccc(C2=NOC3(C2)C[C@@H](C(N)=O)N(C(=O)COc2ccc(Cl)cc2)C3)c1 (some centres not stated)
→ -2.4 | -14.2 | -2.4 | -3.1 | -2.2 | 1.8 | 2.1 | i | 2.5
- Cc1ccc(OCC(=O)N2C(C)CCCC2C)c([N+](=O)[O-])n1 (configuration not stated)
→ -1.2 | -9.4 | 0.2 | -1.5 | 1.1 | -2.9 | -4.9 | i | -5.7
- O=C(COC(=O)c1ccccc1F)NNC(=O)c1ccccc1
→ -1.3 | 5.6 | -0.5 | -5.1 | -2.9 | -6.4 | -1.0 | i | 12.0
- CCCCc1ccc(S(=O)(=O)Nc2cc(C)on2)cc1
→ 0.3 | 6.3 | 4.6 | -0.9 | 1.4 | -7.7 | -1.5 | i | -0.3
- CCOc1ccc(-c2c(=O)n(OCc3ccccc3Br)c3ccccc3[n+]2[O-])c(OCC)c1
→ -0.2 | -8.7 | 7.4 | -1.4 | -4.9 | 14.8 | -12.9 | i | -4.5
- O=C(C1COc2ccccc2O1)N1CCN(c2nc3ccccc3s2)CC1 (configuration not stated)
→ 3.7 | 12.9 | 0.0 | -1.4 | 1.9 | 10.2 | -1.0 | i | -0.1
- CC(C)C1Oc2ccccc2N(CC(=O)NC2CCCCC2)C1=O (configuration not stated)
→ 2.2 | 1.2 | 6.1 | -1.2 | 1.7 | -5.4 | -12.1 | i | 1.3
- COc1ccc(CN2C[C@H]3CON(C)[C@H]3C[C@H]2c2ccc(-c3cccc(F)c3)cc2)cc1
→ -1.9 | -4.8 | -11.4 | 0.3 | -6.1 | 20.8 | 0.0 | i | -1.5
- O=C(CN(CCO)c1ccccc1)Nc1cccc(S(=O)(=O)N2CCCC2)c1
→ 1.9 | 18.2 | 11.2 | -2.8 | 0.2 | 4.5 | -8.5 | i | -2.7
- COc1cc(C)c2occ(/C(C)=N\O)c2c1
→ 1.2 | -7.2 | -11.5 | -1.2 | 3.3 | -8.5 | 5.1 | i | 4.7
- COc1ccccc1/C=C/C(=O)Nc1cccc(C(C)=O)c1
→ 0.4 | -9.8 | 3.5 | -4.0 | 6.6 | 8.7 | 1.8 | i | -6.3
- Cc1nc(NC(=S)NC(=O)c2ccccc2)sc1C
→ 0.0 | -1.1 | -5.7 | -2.2 | -0.6 | -3.3 | 25.7 | i | 0.8
- Cc1ccccc1SCC(=O)Nc1cc(C(F)(F)F)ccc1N1CCOCC1
→ 3.6 | -3.7 | 8.7 | 6.5 | -5.1 | 39.2 | 20.3 | i | -7.5
- COc1ccc(CNc2ccc3c(c2)ncn3C)cc1OC
→ 1.9 | -2.6 | -14.9 | -4.8 | -2.4 | -6.3 | 4.3 | i | -2.6
- Cc1cc2c(c(N)n1)c(=O)oc1ccccc12
→ 4.3 | -3.1 | -4.1 | -5.2 | -1.1 | -2.5 | 0.5 | + | -3.8
- C[C@H](CO)N1C[C@H](C)[C@@H](CN(C)C(=O)Nc2ccc(C(F)(F)F)cc2)Oc2c(NC(=O)Nc3ccc4c(c3)OCO4)cccc2C1=O
→ 7.2 | -3.3 | 1.0 | 0.5 | 7.6 | 75.4* | 11.6 | i | -10.2
- CCOC(=O)C1CCN(Cc2cnc(Oc3ccc(Cl)cc3C)s2)CC1
→ 6.1 | -3.2 | -1.3 | -1.0 | -1.6 | 8.8 | -6.0 | i | 1.7
- O=C(Nc1nc(=S)ss1)c1ccc(Cl)cc1Cl
→ -1.1 | 4.4 | -11.3 | -9.4 | 2.8 | -0.2 | 29.9 | i | -18.5
- Cc1cc(/C=C(\C#N)C(=O)NCCc2c[nH]c3ccccc23)c(C)n1C
→ 1.9 | -0.4 | -2.7 | -10.8 | 2.9 | 8.4 | -73.1 | i | -4.8
- CC(C)Oc1ccc(C(=O)N2CCCC2C(=O)O)cc1 (configuration not stated)
→ -0.5 | -3.0 | 10.2 | -1.4 | 3.7 | -8.9 | 9.2 | i | -1.8
